# High-throughput results deposited in PubChem BioAssay by Broad Institute.
# GSIS activator: GLuc luminescence reporter in INS-1E cells, primary screen for activators of glucose-dependent secretion of insulin; 0.61% of 370,000 active; activation, % at 16.6 µM; INS-1E GLuc reporter insulin secretion, 2-3 h; AID 743287;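 active means lowest replicate activation of at least 40%, so every replicate reaches that level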;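 further: 0% = median of neutral control wells and 100% = median of IBMX positive control wells; some compounds called inactive have numbers as strong as hits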
# F508del corr: CFTR F508del correction in bronchial cells | CFBE cells, YFP halide quenching; stimulated with forskolin plus potentiator P3; % fluorescence drop versus neutral controls | activity (quench increase), % at 7.58 µM | 0.36% of 350,000 active | AID 720511;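 active means mean added fluorescence quench of at least 8% versus neutral control, with both replicates also reaching 8%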;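 further: cells transiently co-express mutant CFTR-F508del with the halide-sensitive YFP; corrector assay measuring rescue of mutant channel to the surface after 24 h compound exposure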
# ARNT-TACC3 inh: disrupts binding between human ARNT and TACC3 | AlphaScreen His-ARNT PAS-B/GST-TACC3 binding, luminescence; TACC3 fragment carries E629A point mutation | 0.66% of 390,000 active | Q9Y6A5 | AID 623870 | inhibition, % at 9.99 µM;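 active means mean inhibition of replicates at least 50% and at least half of replicates each reaching 50%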;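 further: 0% = complete ARNT plus TACC3 wells and 100% = ARNT alone without TACC3; many hits fall short of the cut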
# RAD52 inh: blocks human RAD52 DNA annealing. inhibition, % at 18.7 µM. recombinant RAD52 DNA annealing, FRET fluorescence. AID 651710. 0.46% of 360,000 active;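 active means every replicate showing at least 50% inhibition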
# XiGFP reactiv: activators of X-chromosome reactivation in mouse fibroblasts; 0.055% of 360,000 active; activation, % at 7.58 µM; XiGFP mouse fibroblasts, % GFP-positive cells imaging, 3 d; cells co-treated with 5-aza-dC sensitizer; scaled so ellipticine positive control = 100%;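 active means mean normalized replicate activation at least 10% and every replicate at or above 10%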;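 further: 0% = median of on-plate neutral control wells and 100% = ellipticine 6 µM median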
#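 material = 68-5-11 XiGFP fibroblast line | medium = DMEM plus 5-aza-dC sensitizer | schedule = 3 days compound exposure | benchmarks = positive control ellipticine, 6 µM final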
# ERAP1 HTS inh: blocks human ERAP1 aminopeptidase activity. Q9NZ08. recombinant ERAP1, Leu-AMC fluorescence, 60 min. inhibition, % at 10.7 µM. 0.15% of 340,000 active. AID 652197;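 active means mean replicate inhibition of at least 30%, or all replicates individually reaching that 30% level; inactive means mean below 30% and not every replicate reaching it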;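 further: 0% = neutral control wells and 100% = L-leucinethiol positive control wells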
# Target sequence (Q9NZ08 whole entry, looked up): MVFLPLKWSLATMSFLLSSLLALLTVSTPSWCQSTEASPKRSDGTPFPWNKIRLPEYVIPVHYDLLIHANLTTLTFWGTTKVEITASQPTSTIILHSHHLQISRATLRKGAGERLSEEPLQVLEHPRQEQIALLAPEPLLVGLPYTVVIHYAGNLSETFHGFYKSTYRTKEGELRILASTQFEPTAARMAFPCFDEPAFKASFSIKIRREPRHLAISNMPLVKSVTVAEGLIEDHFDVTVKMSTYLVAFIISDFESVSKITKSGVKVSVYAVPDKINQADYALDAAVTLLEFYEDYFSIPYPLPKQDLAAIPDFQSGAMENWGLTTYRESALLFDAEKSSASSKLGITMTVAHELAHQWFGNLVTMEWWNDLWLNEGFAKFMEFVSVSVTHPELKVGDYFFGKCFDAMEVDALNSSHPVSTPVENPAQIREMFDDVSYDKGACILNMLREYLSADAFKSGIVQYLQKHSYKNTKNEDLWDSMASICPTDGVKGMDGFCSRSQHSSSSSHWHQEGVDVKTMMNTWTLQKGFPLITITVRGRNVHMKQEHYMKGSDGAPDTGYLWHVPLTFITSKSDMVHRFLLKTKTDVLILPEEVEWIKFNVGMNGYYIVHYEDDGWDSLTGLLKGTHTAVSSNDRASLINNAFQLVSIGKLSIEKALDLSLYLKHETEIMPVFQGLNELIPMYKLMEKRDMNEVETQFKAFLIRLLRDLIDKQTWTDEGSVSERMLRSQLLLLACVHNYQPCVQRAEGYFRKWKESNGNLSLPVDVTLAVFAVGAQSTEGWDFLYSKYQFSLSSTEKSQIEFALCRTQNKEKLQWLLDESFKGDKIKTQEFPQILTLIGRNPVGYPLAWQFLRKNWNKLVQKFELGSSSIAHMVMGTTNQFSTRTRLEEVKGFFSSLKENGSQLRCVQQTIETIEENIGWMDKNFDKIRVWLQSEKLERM
# RAD54 inh: RAD54 (human) branch migration inhibition; inhibition, % at 10.4 µM; RAD54 Holliday junction branch migration, FAM/BHQ fluorescence; 0.14% of 360,000 active;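 active means mean normalized replicate activity at least 40 and at least half of replicates scoring 40 or more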;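 further: 0% = median of neutral control wells and 100% = median of positive control wells; inhibitors cause a drop in the FAM fluorescence signal; in these data hits start at about 50%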
# esBAF inh: blocks esBAF chromatin remodeling in mouse ES cells | Bmi1-luciferase knock-in reporter, 24 h; 100% = twice the neutral-well signal | reporter increase, % at 12.5 µM | 2% of 350,000 active; in the data active means activation above about 40%;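 further: 0% = median of the plate's neutral control wells and 100% = double that signal; a rise in the Bmi1 reporter signal indicates esBAF inhibition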
# * = called active by the depositor; . = not tested or not shown; & = joins results of further samples. Outcome played no part in choosing rows (roughly 3.3% active in at least one column).
no.	canonical_smiles	GSIS activator	F508del corr	ARNT-TACC3 inh	RAD52 inh	XiGFP reactiv	ERAP1 HTS inh	RAD54 inh	esBAF inh
1	CCOc1ccc(CCNC(=O)COC(=O)Cn2nc(C)c([N+](=O)[O-])c2C)cc1OCC	56*	2.5	5	-11	0.0	1	-18	-1
2	Nc1nc(SCC(=O)NNc2c(Cl)cc(Cl)cc2Cl)n[nH]1	15	.	-1	-2	-0.2	7	.	.
3	C[C@@H]1CN([C@@H](C)CO)C(=O)c2cc(NC(=O)Nc3ccc4c(c3)OCO4)ccc2O[C@H]1CN(C)C(=O)Nc1ccc(F)cc1	-19	1.1	20	.	0.4	.	25	1
4	COc1ccc([N+](=O)[O-])cc1NC(=O)C(C)OC(=O)c1cccnc1Cl (stereo unspecified)	11	3.1	-4	-9	0.2	2	.	.
5	CCc1nnc(NC(=O)CC(C)c2ccccc2)s1 (stereo unspecified)	6	3.0	-2	9	0.0	0	-8	-1
6	CC(C)NC(=O)N(C)C[C@H]1Oc2ncc(C#CC3CCCC3)cc2C(=O)N([C@@H](C)CO)C[C@H]1C	3	-1.1	-3	8	0.0	2	1	0
7	O=C(C1CCOCC1)N1CC2(C1)[C@@H](c1ccccc1)[C@H](CO)N2C(=O)CC1CC1	6	-2.1	.	-4	0.0	1	.	.
8	CC(C)NC(=O)N[C@@H]1CC[C@H](CCNS(=O)(=O)c2ccc(Cl)cc2)O[C@H]1CO	14	-2.5	-7	-3	-0.6	-3	3	4
9	O=C(/C=C/[C@H]1O[C@@H](n2cnc3c(NC(=O)c4ccccc4)ncnc32)[C@H](O)[C@@H]1O)NCCc1ccc(F)cc1	9	4.9	.	-11	0.3	26	7	-3
10	COc1ccc(S(=O)(=O)Nc2ccc3c(c2)C(=O)N([C@@H](C)CO)C[C@H](C)[C@@H](CN(C)C(=O)Nc2ccccc2)OCCCC[C@@H](C)O3)cc1	-27	1.6	-14	.	-0.1	.	-12	-1
11	COC(=O)COc1ccc(C(=O)OC)cc1	5	.	0	.	.	.	2	5
12	Nc1nc(NC(=O)/C=C/c2ccc(F)cc2)nn1-c1ccccc1	.	-1.6	5	-4	0.0	0	.	.
13	Cc1ccc(S(=O)(=O)N(C)C[C@@H]2Oc3c(NC(=O)C4CC4)cccc3C(=O)N([C@@H](C)CO)C[C@@H]2C)cc1	8&-19	-0.9&-1.2	4&-1	6&3	-1.0&0.3	0&3	2&3	-3&3
14	CCOc1ccc(C(=O)NCCN2CCOCC2)cc1	0	-1.6	-2	-19	0.4	-4	-4	4
15	C[C@@H]1CN([C@H](C)CO)C(=O)c2cc(NS(=O)(=O)c3cccs3)ccc2O[C@@H](C)CCCCO[C@@H]1CN(C)C	1	-3.0	-5	-13	0.2	0	0	0
16	Cc1ccc(CNCCCn2cnc(C(=O)Nc3ccc(C)c(C)c3)n2)o1	-9	-0.5	-1	-22	0.0	1	6	-2
17	C[C@@H]1CN([C@H](C)CO)S(=O)(=O)c2ccc(-c3ccncc3)cc2O[C@@H]1CN(C)C(=O)CC1CC1	5	3.0	-3	0	-0.5	1	3	0
18	C[C@@H]1CCCCO[C@@H](CN(C)Cc2ccc(C(=O)O)cc2)[C@@H](C)CN([C@@H](C)CO)C(=O)c2cc(NC(=O)Nc3ccccc3)ccc2O1	12	-2.4	-4	4	0.0	-5	2	9
19	CCC(=O)N1Cc2cc(C(=O)NCC(F)(F)F)nc(-c3cccc(-c4cncnc4)c3)c2[C@@H]1CCO	0	3.9	.	-35	-0.1	.	.	.
20	O=C(NCCNCCO)C1(C(F)(F)F)C/C(=C\CCO)CCCO1 (stereo unspecified)	12	-1.6	.	-14	-0.1	2	2	-3
21	O=C(Cn1c(=S)[nH]c2ccccc21)c1ccccc1	22	.	19	.	0.0	.	-11	-3
22	COc1ccc(OC)c(NC(=O)C2CC(=O)N(Cc3ccco3)C2)c1 (stereo unspecified)	-6	-0.5	6	-14	0.2	1	5	.
23	O=C(C[C@H]1C[C@H]2c3cc(NC(=O)NC4CCCCC4)ccc3O[C@H]2[C@H](CO)O1)NCC1CC1	5	0.0	-10	12	0.2	0	-13	-2
24	Cc1ccc(S(=O)(=O)N(C)C[C@@H]2Oc3ccc(N(C)C)cc3C(=O)N([C@@H](C)CO)C[C@@H]2C)cc1	-2	-0.3	3	10	0.1	-1	5	-4
25	C[C@@H]1CCCCO[C@@H](CN(C)S(=O)(=O)c2ccccc2)[C@H](C)CN([C@H](C)CO)C(=O)c2cc(NC(=O)c3ccccc3)ccc2O1	-43	-0.9	2	-5	-0.1	0	-7	3
26	O=S(=O)(NCC1COc2ccccc2O1)c1ccccc1F (stereo unspecified)	7	2.1	-3	-19	0.1	1	-13	-5
27	CN1CCN(C(=O)C2=C[C@@H](c3ccc(Br)cc3)C[C@@H](OCc3ccc(CO)cc3)O2)CC1	.	2.6&-0.7	-4	-11&-9	-0.1	19&1	-1	3
28	O=C1O[C@H](c2ccccc2)[C@H](c2ccccc2)N2[C@H]1[C@@H](C(=O)Nc1nc3ccccc3s1)[C@]1(C(=O)Nc3ccc(C#CCCO)cc31)[C@H]2c1ccc(OCCO)cc1	.	-1.7	18	-7	.	7	1	.
29	Cc1ccc(Cn2c(O)c(N=NC(=S)Nc3ccccc3F)c3cc(S(=O)(=O)N4CCOCC4)ccc32)cc1	9	4.7	3	-15	0.2	4	.	.
30	Cn1c(N)c(C(=O)COC(=O)COc2cccc(Br)c2)c(=O)n(C)c1=O	19	-1.7	-3	-19	0.1	4	-11	-6
31	C[C@H](CO)N1C[C@H](C)[C@H](CN(C)C(=O)NC2CCCCC2)Oc2ccc(NS(=O)(=O)c3ccc(Cl)cc3)cc2CC1=O	-17	1.1	-6	-2	-0.6	-2	2	-5
32	O=S(=O)(Cc1nnnn1-c1ccccc1)c1ccc(Cl)cc1	-12	0.9	1	-7	0.0	-1	4	-4
33	CSc1nc(C=Nc2ccccc2Cl)c(O)n1Cc1cccc(Cl)c1	.	-0.7	1	-16	0.0	0	.	.
34	O=C(C1CCOCC1)N1CCCC(N2CCN(c3ccc(F)cc3)CC2)C1 (stereo unspecified)	14	-1.9	-12	-6	0.0	-6	0	1
35	Cc1c(NC(C)C)c(=O)n(-c2ccccc2)n1C	.	-0.3	2	-3	0.3	0	2	4
36	CCC(c1nc2ccccc2[nH]1)N(CCCn1ccnc1)C(=O)c1ccc(C(F)(F)F)cc1 (stereo unspecified)	-30	-1.4	.	-13	0.0	0	-5	-7
37	C/C=C/c1ccc([C@@H]2[C@@H](CO)N3CCCCN(C(=O)Nc4ccccc4F)C[C@H]23)cc1	-9	0.8	3	12	0.0	6	6	.
38	ClCC1CSC(=NC23CC4CC(CC(C4)C2)C3)O1 (stereo unspecified)	-23	3.0	-3	-5	0.2	0	.	.
39	CC(C)(C)C(c1nc2ccccc2[nH]1)n1c(Cc2csc3ccccc23)nc2ccccc21 (stereo unspecified)	.	-1.5	.	-12	0.7	4	.	.
40	O=C(/C=C/c1c[nH]c2ccccc12)c1ccccc1	-9	.	2	.	0.0	.	11	.

# GSIS activator, what is marked active above.
no.	compound	GSIS activator	F508del corr	ARNT-TACC3 inh	RAD52 inh	ERAP1 HTS inh	esBAF inh
1	CCOc1ccc(CCNC(=O)COC(=O)Cn2nc(C)c([N+](=O)[O-])c2C)cc1OCC	56*	2.5	5	-11	1	-1

# (continued)
no.	canonical_smiles	GSIS activator	F508del corr	ARNT-TACC3 inh	RAD52 inh	XiGFP reactiv	ERAP1 HTS inh	RAD54 inh	esBAF inh
41	CCCNC(=O)C1(C)CCN(C(=O)Cc2ccc3ccccc3c2)C1 (stereo unspecified)	9	-1.3	.	-11	0.7	-2	-12	0
42	CS(=O)(=O)Nc1ccc(C(=O)Nc2ccc3ccccc3c2)cc1	-5	-7.0	2	-11	0.1	0	0	16
43	CCOc1ccc(C(C(=O)NC2CCCCC2)N(C(=O)c2ccccn2)c2cccnc2)cc1 (stereo unspecified)	-3	-2.9	0	-23	0.0	7	.	.
44	Cc1ccc(CNC(=O)CCNC(=O)Cn2ccc3ccccc3c2=O)cc1	9	.	3	.	.	.	-8	-7
45	COCC(=O)N1CCC(Oc2ccc(C(=O)N3CCSCC3)cc2)CC1	16	1.5	3	-7	0.5	-1	-7	-7
46	C/C(CC(=O)Nc1cccnc1)=N\NC(=O)C(=O)NC(C)C	18	0.3	-5	-2	0.3	4	15	.
47	N#CCc1nc(-c2cc3ccccc3oc2=O)cs1	.	-2.3	-1	-20	0.0	-1	.	.
48	Cc1ccc(N2C(=O)c3oc4ccccc4c(=O)c3C2c2cccc(O)c2)nc1 (stereo unspecified)	-7	-3.4	-1	-16	0.3	.	-10	17
49	O=C(O)c1c[nH]c2ccc(S(=O)(=O)N3CCN(c4ccc(F)cc4)CC3)cc2c1=O	.	-0.2	5	0	.	3	-7	-13
50	O=c1[nH]c2ccc(Br)cc2c(-c2ccccc2)c1N1CCOCC1	.	-0.7	-6	3	0.1	8	8	-12
51	CC(C)(C)c1ccc(S(=O)(=O)NCC2CCCO2)cc1 (stereo unspecified)	-17	2.4	-12	-25	0.3	3	-6	3
52	Cc1ccc(OCCCNC2CCCC2)cc1	6	.	-3	-11	0.0	6	.	.
53	O=C1NC(=O)/C(=C\c2ccc(Cl)cc2Cl)N1	0	-1.9	-7	-38	0.1	2	-2	.
54	COCCNC(=S)N(C)[C@H]1C[C@H]2c3[nH]c4c(-c5ccccc5)cccc4c3CCN2C(=O)[C@H]1[C@H](C)O	-20	0.8	.	-2	0.4	3	.	.
55	O=C(c1cnccn1)N1CC(=O)N2[C@H](CO)[C@H](c3ccc(C#CCC4CCCC4)cc3)[C@H]2C1	-16	2.4	.	-5	0.0	2	.	.
56	COCC#Cc1ccc2c(c1)O[C@@H](CN(C)Cc1ccccc1)[C@@H](C)CN([C@H](C)CO)S2(=O)=O	15	-0.5	0	-10	0.6	3	2	-6
57	O=C(CSc1ccccn1)Nc1ccc(N2CCOCC2)cc1	7	0.8	-1	-11	-0.2	5	.	.
58	O=C(Cn1c(=O)oc2ccccc21)N1CCCC1	-3	1.0	-9	-11	0.3	-5	4	10
59	O=c1cc(N2CCC3(CC2)OCCO3)[nH]c(=O)n1-c1ccc(Br)cc1	13	.	5	.	.	.	7	17
60	CCCC(=O)Nc1ccc2c(c1)C(=O)N(C)C[C@@H](OC)[C@H](C)CN(Cc1ccccc1C(=O)O)[C@H](C)CO2	-12	-1.7	-8	2	0.1	.	-2	-3

# Some of the entries so far, with each value named:
46: C/C(CC(=O)Nc1cccnc1)=N\NC(=O)C(=O)NC(C)C
  GSIS activator = 18; F508del corr = 0.3; ARNT-TACC3 inh = -5; RAD52 inh = -2; XiGFP reactiv = 0.3; ERAP1 HTS inh = 4; RAD54 inh = 15; esBAF inh = .
47: N#CCc1nc(-c2cc3ccccc3oc2=O)cs1
  GSIS activator = .; F508del corr = -2.3; ARNT-TACC3 inh = -1; RAD52 inh = -20; XiGFP reactiv = 0.0; ERAP1 HTS inh = -1; RAD54 inh = .; esBAF inh = .
48: Cc1ccc(N2C(=O)c3oc4ccccc4c(=O)c3C2c2cccc(O)c2)nc1 (stereo unspecified)
  GSIS activator = -7; F508del corr = -3.4; ARNT-TACC3 inh = -1; RAD52 inh = -16; XiGFP reactiv = 0.3; ERAP1 HTS inh = .; RAD54 inh = -10; esBAF inh = 17
49: O=C(O)c1c[nH]c2ccc(S(=O)(=O)N3CCN(c4ccc(F)cc4)CC3)cc2c1=O
  GSIS activator = .; F508del corr = -0.2; ARNT-TACC3 inh = 5; RAD52 inh = 0; XiGFP reactiv = .; ERAP1 HTS inh = 3; RAD54 inh = -7; esBAF inh = -13
